# Anesthetic bind – qHTS Assay for Identification of Novel General Anesthetics | apoferritin/1-aminoanthracene competitive binding, fluorescence | Potency, µM (doses to about 77.5 µM), without a hit: top-dose activity change, negative = displacement, most hits filed as inhibitors | 0.074% of 350,000 active | AID 485281, 2010; note: % is set by controls: 0 for no effect and ±100 for the full control effect; nearly all actives have a fitted effect of over 20% in size
#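 Concentration-response curves derived by four-parameter Hill fitting of normalized fluorescence, where compounds displaced 1-AMA from 10 uM horse apoferritin following a brief 10 min room-temperature incubation; propofol titration acted as positive control.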
# Pol iota inh – qHTS for Inhibitors of Polymerase Iota; Pol iota fluorescent replication assay, 10 min; 1% of 390,000 active; DNA polymerase iota (Homo sapiens), Q9UNA4; Potency, µM (series often up to 115 µM), for inactives: at the top dose activity, negative = inhibition, actives largely listed as inhibitors
#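 Fluorescent replication assay read twice, at 0 min and 10 min after adding 50 nM (final) substrate. Enzyme (10 nM) and compounds were first incubated 15 min at room temperature; enzyme-free buffer wells were negative controls.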
# BAZ2B inh – qHTS Assay for Inhibitors of BAZ2B. Potency, µM (series often up to 114 µM), for the others: top-dose activity change, negative = inhibition, actives largely listed as inhibitors. Bromodomain adjacent to zinc finger domain protein 2B (Homo sapiens), Q9UIF8. 4.4% of 360,000 active. AlphaScreen BAZ2B-H3K14Ac peptide displacement; note: % is set by controls: 0 for no effect and ±100 for the full control effect; nearly all actives have a fitted effect of over 60% in size
# Target sequence (Q9UIF8 whole entry, looked up, the tested form may be a part): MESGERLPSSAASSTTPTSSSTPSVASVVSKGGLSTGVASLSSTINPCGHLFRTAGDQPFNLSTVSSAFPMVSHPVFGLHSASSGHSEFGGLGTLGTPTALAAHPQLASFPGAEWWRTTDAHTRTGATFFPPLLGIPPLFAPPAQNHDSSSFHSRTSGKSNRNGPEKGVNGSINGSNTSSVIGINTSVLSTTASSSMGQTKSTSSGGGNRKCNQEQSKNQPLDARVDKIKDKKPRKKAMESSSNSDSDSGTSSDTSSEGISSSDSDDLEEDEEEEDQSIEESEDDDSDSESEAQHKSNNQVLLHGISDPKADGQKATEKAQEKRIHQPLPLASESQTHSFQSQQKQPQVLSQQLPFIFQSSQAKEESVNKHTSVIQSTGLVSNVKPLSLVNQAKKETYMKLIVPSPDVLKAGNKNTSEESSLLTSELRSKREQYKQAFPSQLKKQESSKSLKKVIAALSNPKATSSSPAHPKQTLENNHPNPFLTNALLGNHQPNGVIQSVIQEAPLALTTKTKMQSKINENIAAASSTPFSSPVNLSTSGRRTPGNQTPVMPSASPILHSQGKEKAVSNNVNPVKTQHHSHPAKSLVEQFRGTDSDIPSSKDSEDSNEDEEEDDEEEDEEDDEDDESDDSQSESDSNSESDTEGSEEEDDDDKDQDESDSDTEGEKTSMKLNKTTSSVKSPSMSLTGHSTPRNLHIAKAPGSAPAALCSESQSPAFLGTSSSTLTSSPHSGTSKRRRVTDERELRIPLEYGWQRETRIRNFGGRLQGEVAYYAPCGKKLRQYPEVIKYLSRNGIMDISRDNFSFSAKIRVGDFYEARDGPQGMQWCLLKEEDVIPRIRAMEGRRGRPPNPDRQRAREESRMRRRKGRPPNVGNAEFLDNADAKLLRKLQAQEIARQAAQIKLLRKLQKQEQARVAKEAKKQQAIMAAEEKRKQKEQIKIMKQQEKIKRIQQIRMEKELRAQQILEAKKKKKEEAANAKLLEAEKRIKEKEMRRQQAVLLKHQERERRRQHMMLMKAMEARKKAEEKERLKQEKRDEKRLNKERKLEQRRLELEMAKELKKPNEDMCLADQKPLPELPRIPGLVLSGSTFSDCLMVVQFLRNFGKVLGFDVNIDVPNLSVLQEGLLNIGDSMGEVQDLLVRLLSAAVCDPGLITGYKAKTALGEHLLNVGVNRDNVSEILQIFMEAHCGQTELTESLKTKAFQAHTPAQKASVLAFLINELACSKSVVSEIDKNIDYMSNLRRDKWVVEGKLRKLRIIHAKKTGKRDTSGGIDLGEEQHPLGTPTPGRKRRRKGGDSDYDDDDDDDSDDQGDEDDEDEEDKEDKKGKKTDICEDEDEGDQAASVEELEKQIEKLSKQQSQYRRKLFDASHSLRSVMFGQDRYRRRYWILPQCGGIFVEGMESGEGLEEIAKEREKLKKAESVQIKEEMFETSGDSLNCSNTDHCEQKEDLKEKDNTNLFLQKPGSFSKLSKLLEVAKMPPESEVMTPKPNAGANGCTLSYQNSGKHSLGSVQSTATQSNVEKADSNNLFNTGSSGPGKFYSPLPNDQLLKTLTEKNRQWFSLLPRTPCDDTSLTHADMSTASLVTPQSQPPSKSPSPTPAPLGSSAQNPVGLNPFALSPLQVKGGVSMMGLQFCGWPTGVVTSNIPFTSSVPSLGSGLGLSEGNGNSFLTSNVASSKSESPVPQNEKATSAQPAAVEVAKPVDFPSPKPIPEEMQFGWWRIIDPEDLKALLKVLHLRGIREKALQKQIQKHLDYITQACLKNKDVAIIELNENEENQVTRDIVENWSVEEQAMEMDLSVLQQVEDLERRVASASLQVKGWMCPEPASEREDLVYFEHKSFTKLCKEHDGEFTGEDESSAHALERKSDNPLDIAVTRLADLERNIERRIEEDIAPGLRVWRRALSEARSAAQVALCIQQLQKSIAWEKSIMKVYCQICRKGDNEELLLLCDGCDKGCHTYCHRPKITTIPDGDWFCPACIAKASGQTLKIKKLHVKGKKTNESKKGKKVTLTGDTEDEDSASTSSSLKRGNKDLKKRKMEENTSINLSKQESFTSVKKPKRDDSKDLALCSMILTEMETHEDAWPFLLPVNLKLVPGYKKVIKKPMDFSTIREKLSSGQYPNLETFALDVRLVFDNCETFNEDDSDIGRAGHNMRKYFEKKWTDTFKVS
#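 Multi-concentration screen (max 110 uM) measuring displacement of acetylated histone H3 peptide from BAZ2B by AlphaScreen, using 50 nM protein, 50 nM peptide and 10 ug/mL streptavidin donor plus Ni-chelate acceptor beads.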
# POLK inh – qHTS for Inhibitors of Polymerase Kappa | DNA polymerase kappa (Homo sapiens), Q9UBT6 | Potency, µM (highest dose often 107 µM), without a hit: at the highest dose activity, negative = inhibition, hits mostly inhibitors | purified Pol kappa, fluorescent DNA synthesis assay, 10 min | 0.53% of 400,000 active | AID 588579, 2011; note: % is set by controls: 0 for no effect and ±100 for the full control effect
#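 First, compounds were pin-transferred onto 10 nM Pol kappa. After 15 min at room temperature, substrate was added to 50 nM final. Fluorescence was then measured kinetically at 0 and 10 min.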
# BLM helicase inh – qHTS Assay for Inhibitors of Bloom's syndrome helicase (BLM) | RecQ-like DNA helicase BLM (Homo sapiens), P54132 | recombinant BLM DNA unwinding, fluorescence dequenching | Potency, µM (series often up to 56.1 µM), without a hit: top-dose activity change, negative = inhibition, most hits filed as inhibitors | 0.2% of 350,000 active;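 note: plate controls were vehicle for no effect and no enzyme for full effect; nearly all actives have a fitted effect of over 35% in size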
# APE1 inh – qHTS Assay for Inhibitors of the Human Apurinic/apyrimidinic Endonuclease 1 (APE1); Potency, µM (doses to about 65.8 µM), for inactives: at the top dose activity change, negative = inhibition, usual class: inhibitors; DNA repair nuclease/redox regulator APEX1 (Homo sapiens), P27695; AID 2517, 2012; recombinant APE1, TAMRA/BHQ-2 abasic DNA cleavage fluorescence; 0.35% of 350,000 active;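 note: plate controls were vehicle for no effect and reference inhibitor for full effect; nearly all actives have a fitted effect of over 55% in size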
#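 APE1 at 0.75 nM final was preincubated with compound 15 min at room temperature, then 50 nM double-stranded THF abasic-site substrate (5'-TAMRA/3'-BHQ-2) was added. Fluorescence (ex 525/em 598 nm) was read kinetically; third-minus-first read gave activity.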
# POLB inh – qHTS Assay for Inhibitors of DNA Polymerase Beta; P06746; Pol beta primer extension/strand displacement, fluorescence kinetic; Potency, µM (doses to about 114 µM), without a hit: at the highest dose activity change, negative = inhibition, most hits filed as inhibitors; 1.3% of 340,000 active; AID 485314, 2010; note: % is set by controls: 0 for no effect and ±100 for the full control effect
#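 Values derive from four-parameter Hill fits of normalized kinetic data: reads at 0 and 10 min following addition of 50 nM substrate to 10 nM Pol beta preincubated 15 min with compound.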
# G9a block – qHTS Assay for Inhibitors of Histone Lysine Methyltransferase G9a; Histone-lysine N-methyltransferase EHMT2 (Homo sapiens), Q96KQ7; G9a H3K9 monomethylation, AlphaScreen, 2 h; Potency, µM (highest dose often 102 µM), for the others: at the highest dose activity, negative = inhibition, most hits filed as inhibitors; 8.8% of 350,000 active; AID 504332, 2011; note: % is set by controls: 0 for no effect and ±100 for the full control effect; nearly all actives have a fitted effect of over 75% in size
#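 Compounds were preincubated with 20 nM G9a for 15 min, after which biotinylated H3K9 peptide (500 nM) and SAM (20 uM) started a 2 h room-temperature reaction. Monomethylated product was quantified by antibody-based AlphaScreen chemiluminescence.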
# Pol eta inh – qHTS for Inhibitors of Polymerase Eta; 1.2% of 390,000 active; Potency, µM (doses to about 114 µM), for inactives: top-dose activity change, negative = inhibition, usual class: inhibitors; recombinant Pol eta, fluorescent DNA replication assay; DNA polymerase eta (Homo sapiens), Q9Y253; note: % is set by controls: 0 for no effect and ±100 for the full control effect
#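 Pol eta at 10 nM preincubated with compounds 15 min at room temperature; reaction started with fluorescent substrate (50 nM final) and read kinetically at 0 and 10 min.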
# * hit, by the source's call; u = inconclusive; x = no result given; & = joins results of further samples; [ ] = another dose, or the depositor's remark. Calls come from the whole dose curve; as a rule, active = well fitted curve in the direction sought with a large enough effect; inconclusive = small, poorly fitted or top-dose-only effect, or another doubt; inactive = no such curve, though single readings can be large; an effect the other way counts as inactive or inconclusive. Potency is the fitted concentration of half-maximal effect. These rows are one share of the data. The share of hits here may be higher or lower than overall.
structure,Anesthetic bind,Pol iota inh,BAZ2B inh,POLK inh,BLM helicase inh,APE1 inh,POLB inh,G9a block,Pol eta inh
CCOC(=O)CSc1nc2sc3c(c2c(=O)n1-c1ccccc1)CCN(C(C)C)C3,8%,u,-16%,-10%,-1%,-4%,23%,-20%,-6%
OC(C#CCN1CCOCC1)c1cccs1 (stereo unspecified),u,13%,57%[activator],-5%,5%,1%,0%,-8%,-11%
C[C@H]1COC(=O)[C@@H](Cc2ccc(F)cc2)C/C=C\C[C@H](CC(=O)NCCO)C(=O)N1,x,-8%,x,-5%,x,9%,x,x,1%
O=C(COc1ccccc1[N+](=O)[O-])NCC1COc2ccccc2O1 (stereo unspecified),x,19%,x,-6%,x,3%,x,x,-12%
CCOC(=O)N1CCN(C(=O)/C=C/c2c(C)nn(-c3ccc(F)cc3)c2Cl)CC1,-1%,12%,-11%,8%,-1%,-7%,1%,5%,-1%
COc1ccnc(Oc2ccc(F)cc2)c1C(=O)N/C=N/OCc1ccc(Cl)cc1Cl,-5%,u,-5%,-12%[60.1 µM],-11%,-10%,0%,11%[59 µM],-12%
Cc1ccc(CC2SC(N=C(N)N)=NC2=O)cc1 (stereo unspecified),-5%,122%[activator],0%,-5%,2%,-11%,13%,14%[2.33 µM],2%
CCOC(=O)Cn1nnnc1CN(Cc1ccc(OC)cc1)Cc1cc2cc(C)ccc2[nH]c1=O,5%,3%,-1%,-5%,-2%,-2%,-8%,u,-10%
Cc1ccc(S(=O)(=O)c2cn(CC(=O)Nc3ccc(F)cc3)c3cc4c(cc3c2=O)OCO4)cc1,-16%,29%,1%,-17%,-8%,x,u,-4%[59 µM],-9%
CCC(C)NC(=O)COc1ccc(OCc2ccccc2)cc1 (stereo unspecified),-8%,39%[activator],-2%,1%,-3%,-2%,-2%,4%,-22%
COc1ccc2sc(-c3ccccc3OC)c(-c3ccc4c(c3)OCCO4)c2c1,x,-18%,-1%,14%,x,13%,x,-18%[0.501 µM],-8%
CCCn1c(SCC(=O)c2cc(C)n(-c3ccc4c(c3)OCO4)c2C)n[nH]c1=O,-13%,13%,u,-5%,-4%,13%,-1%,-18%[59 µM],-16%
COc1ccccc1OCCC(=O)OCC(=O)NCc1ccc(Cl)cc1,2%,82%[activator],x,-7%,-2%,u,0%,18%,-17%
N=C1C(c2nc(-c3ccc(F)cc3)cs2)=C(O)CN1CCCN1CCOCC1,-12%,10%,u,-2%,1%,-4%,25%,9%[12.7 µM],-20%
COc1cc(C(=O)Nc2cc(-c3ccccc3)[nH]n2)cc(OC)c1OC,-20%,-2%,u,-2%,-10%,-4%,-14%,14%[59 µM],-15%
Cc1cccc(OCC(=O)Nc2ncn[nH]2)c1C,5%,50%[activator],50µM*,-5%,-3%,-5%,-2%,-48%[59 µM],-11%
Cc1ncc(CO)c2cc(-c3nnc(Nc4ccc5c(c4)OCO5)s3)c(=O)oc12,5%,26%,u,-19%,1%,-3%,-1%,u,-10%
COc1cc2c(cc1OC)C(=O)N(C)CC2,-1%,8%,-2%,18%,-9%&-10%,-4%&-3%,45%,4%[59 µM],-12%
O=C(Cc1c(F)cccc1Cl)N1CCOCC1,-7%,33%[activator],-2%,-11%,1%,9%,4%,-36%,-13%
Cc1cccc(OCC(O)CN2CCNCC2)c1 (stereo unspecified),-1%,9%,1%,-7%,2%,-15%,-1%,x,-5%
COc1ccc(Cn2c(C)nnc2-c2cnn(C)c2N)cc1,-1%,-2%,-3%,-1%,-2%,2%,4%,-19%,3%
CC(C)N(Cc1ccccc1)C(=O)COC(=O)/C=C/c1cnc2ccccc2n1,u,500%[activator],u,-19%,0%,-1%,-20%,-49%,-16%
CC(C)OC(=O)c1nnn(-c2nonc2N)c1CSc1ccccn1,-18%,-12%,3%,-7%,-7%,-3%,14%,x,-2%
Cc1ccc(C)c(N2CCN(S(=O)(=O)c3c(C)[nH]c(C)c3C(=O)N3CCCCC3)CC2)c1,-21%,27%,-31%,8%,-7%,94%[activator],2%,-1%[59 µM],-19%
Cc1ccc(C)c(S(=O)(=O)c2nnn3c2nc(N2CCCCC2)c2sccc23)c1,-3%,12%,-13%,5%,-3%,x,1%,-5%[59 µM],-12%
COc1ccc(-c2cc(C(F)(F)F)n3nc(-c4ccc(Cl)cc4)cc3n2)cc1OC,2%,18%,19%,7%,-9%,x,8%,17%[59 µM],-10%
C=CC[C@H](CC(=O)NCCO)C(=O)NC[C@H](OC(=O)[C@@H](CC=C)Cc1ccc(F)cc1)c1ccccc1,x,-11%,x,-10%,x,-4%,x,x,-14%
CCCc1nnc(SCC(=O)N2CCCC2)n1CC1CCCO1 (stereo unspecified),7%,8%,4%,0%,2%,-2%,50%,17%[59 µM],-9%
O=C(CCC(=O)Nc1ccccc1)NNC(=O)c1cccs1,-7%,14%,11%[57.1 µM],3%,-1%,-5%,22%,-1%,-5%
CCN(C(=O)c1cc2cccc(OC)c2oc1=O)c1ccccc1,-12%,10%,-7%,-1%,-2%,-3%,1%,-11%[12.7 µM],-7%
O=C(O)CCCCNS(=O)(=O)/C=C/c1ccccc1,-5%,21%,x,5%,-1%,10%,35%,-1%,-20%
COc1cccc(CNS(=O)(=O)c2c(C)[nH]c(C)c2C(=O)N2CCCCC2)c1,-2%,-2%,-18%[57.1 µM],-22%,1%,36%,-3%,18%,-23%
CCN(CC)CC(=O)Nc1sc(C)cc1C(=O)c1ccccc1,-9%,96%[activator],-25%,-19%,-8%,21%,3%,7%,-7%
CCN(Cc1nc2ccccc2c(=O)[nH]1)Cc1nc2cc(OC)c(OC)cc2c(=O)[nH]1,5%,26%,9%,-3%,-7%,0%,-11%,20%[12.7 µM],-17%
CCOc1ccc(/C=C/C(=O)Nc2ccc(N3CCOCC3)cc2)cc1,-6%,-21%,-3%,-3%,-2%,3%,17%,x,-5%
Cc1nnc(NCc2n[nH]c(=O)c3ccccc23)c2ccccc12,5%,u,0%,7%,0%,0%,2%,u,3%
CCOC(=O)c1sc(NC(=O)c2sc(C)nc2C)nc1C,-3%,34%[activator],-1%,-1%,-6%,29%,24%,27%,-5%
O=C(CCCCCCCCC(=O)N/N=C/c1ccco1)N/N=C/c1ccco1,-13%,u,u,-26%,-13%,u,50µM*,-1%[59 µM],-12%
Cc1ccccc1CN1C(=O)c2ccccc2S(=O)c2ccc(C(=O)NCc3ccco3)cc21 (stereo unspecified),-4%,2%,u,-4%,-9%,x,-15%,-10%[59 µM],-11%
C=C(C)CSc1nc2sc3c(c2c(=O)n1C1CCCCC1)CCN(C)C3,u,27%,u,-5%,-6%,17%,4%,x,-29%
O=C(Nc1ccccc1)c1oc2ccccc2c1NC(=O)C1CC1,-6%,29%,-2%,-7%,-6%,16%,9%,85%[activator],-26%
CCCC(=O)Oc1ccc2c(C)cc(=O)oc2c1,36%[activator],14%,5%,-7%,1%,2%,16%,20%[59 µM],-16%
Cc1csc2c(N3CCCCC3)ncnc12,-3%,0%,17%,-3%,-6%,1%,4%,x,-5%
Cc1oc2cc3oc(=O)cc(C)c3cc2c1C,31%,12%,-3%,8%,0%,33%,0%,-6%,-13%
Cc1ccc(C2N(C)C(=O)c3ccccc3N2C)cc1 (stereo unspecified),160%[activator],149%[activator],-7%,-7%,-6%,48%[activator],-12%,50%[59 µM],-18%
COCc1cc(C)nc(SCC(=O)Oc2ccccc2)c1C#N,-13%,159%[activator],116%[activator],2%,-6%,-4%,2%,71%[activator],-2%
Cc1ccccc1OCCCCc1c(C)n[nH]c1C,u,u,-5%,-2%,-3%,-1%,0%,u,-4%
Cc1ccccc1-c1nnn(Cc2ccc(-c3nn[nH]n3)cc2)n1,1%,131%[activator],-26%,2%,-5%,8%,3%,u,-19%

# As entered above:
# `O=C(Nc1ccccc1)c1oc2ccccc2c1NC(=O)C1CC1` – Pol eta inh = -26%
# `COCc1cc(C)nc(SCC(=O)Oc2ccccc2)c1C#N` – Pol iota inh = 159%[activator]
# `Cc1ccc(C2N(C)C(=O)c3ccccc3N2C)cc1` (stereo unspecified) – BLM helicase inh = -6%

# (listing goes on)
structure,Anesthetic bind,Pol iota inh,BAZ2B inh,POLK inh,BLM helicase inh,APE1 inh,POLB inh,G9a block,Pol eta inh
COc1ccccc1NC(=S)N(CCN1CCOCC1)Cc1ccccc1F,-3%,63%[activator],-15%,-3%,-2%,2%,0%,-15%,4%
CC(=O)c1ccc(N2CCN(c3ncnc4c3cnn4-c3cc(Cl)ccc3C)CC2)cc1,-18%,-21%,1%,-8%[60.1 µM],-6%,x,18%,6%[59 µM],-5%
O=C(CSc1nnc2n(C3CCCCC3)c(=O)c3ccccc3n12)OC1CCCCC1,-8%,40%[activator],-6%,-1%,-5%,0%,1%,18%[59 µM],-18%
COc1cc2[nH]c(=S)n(Cc3ccccc3)c(=O)c2cc1OC,-5%,60%[activator],-3%,-17%,-3%,0%,5%,24%,8%
Cc1ccc(NC(=O)C(C)N2C(=O)c3ccccc3S2(=O)=O)cc1Cl (stereo unspecified),x,7%,9%,8%,x,-14%,x,1%,-18%
O=C(NNC(=O)C1CCC1)c1ccc(Br)cc1,x,79%[activator],7%,11%,x,-6%,x,-32%[0.501 µM],-20%
